Assay outcomes deposited in PubChem by several laboratories.
SKKanGAS inh: S. pyogenes SKKanGAS growth inhibitors in kanamycin, primary screen, streptokinase expression inhibitor project, SKKanGAS strain, BacTiter-Glo luminescence; 6 h; inhibition, % at 7.5 µM; 300,000 compounds, 1.3% hits; AID 1662, 2009;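 active = mean replicate score, as percent of positive control median, at least 50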;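 note: strain carries kanamycin resistance gene driven by streptokinase promoter and grows in 40 µg/ml kanamycin; loss of luminescence reflects streptokinase promoter inhibition or plain growth inhibition; 0% = median of DMSO wells and 100% = positive control at its reference dose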
HIF act: HIF pathway transcriptional activators, primary screen, cell-based, U2OS HRE-luciferase, luminescence | U2OS HRE-luciferase reporter; normalized: DMSO 0%, desferrioxamine 100% | AID 1910, 2009 | 300,000 compounds, 0.32% hits | activation, % at 7.5 µM (by protocol);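 active = mean activation of at least 10% of the iron chelator positive control signal, with at least half of replicates also reaching 10%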
Platelet DG rel: inhibitors of platelet dense granule secretion, primary screen, cell-based, MLPCN, human platelets; inhibition, %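 (compounds screened at 7.5 µM in platelet-rich plasma)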; 300,000 compounds, 0.22% hits; human platelet-rich plasma, SFLLRN dense granule ATP release, luminescence;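 active = mean replicate score, as percent of positive control, at or above 50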
MrgX1 agonist: agonists of human MrgX1 receptor, primary screen, HEK293 cells, Fluo-4 calcium flux | Fluo-4 calcium fluorescence, agonist mode; stronger effect = higher value | B-score at 10 µM | 310,000 compounds, 0.44% hits | AID 588627, 2011;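 active = calcium response B-score plate-corrected fluorescence ratio at least 3 library SD, with starting fluorescence B-score inside 5 SD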
Target sequence (Q96LB2 whole entry, looked up): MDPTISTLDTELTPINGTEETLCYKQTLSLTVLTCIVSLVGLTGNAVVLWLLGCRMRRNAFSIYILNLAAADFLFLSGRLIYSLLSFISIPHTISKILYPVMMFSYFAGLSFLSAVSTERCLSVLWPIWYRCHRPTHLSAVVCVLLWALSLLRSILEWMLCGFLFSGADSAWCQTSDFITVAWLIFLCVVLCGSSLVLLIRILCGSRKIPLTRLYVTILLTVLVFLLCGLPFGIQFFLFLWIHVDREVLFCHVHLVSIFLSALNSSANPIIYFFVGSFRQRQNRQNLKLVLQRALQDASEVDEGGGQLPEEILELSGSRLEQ
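Test system: Stable human MrgX1 HEK293 cell line | Schedule: Overnight plating before 1 h dye loading | Read-out basis: Baseline-normalised fluorescence change ratio, B-scored | Detection: Kinetic calcium dye fluorescence, Fluo-4 NW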
RGS4 inh: RGS4 inhibitors, primary screen, cell-based, HEK293 M3R inducible RGS4, calcium flux. Fluo-4 calcium flux; stronger effect = higher value; triggered by carbachol at its EC20. B-score at 10 µM. 310,000 compounds, 0.45% hits. AID 463165, 2010. Regulator of G-protein signaling 4 (Homo sapiens), P49798;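 active = B-score, a plate-corrected calcium signal, over three deviations above library mean, with baseline fluorescence within five deviations of library mean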;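 note: RGS4 expression induced by doxycycline in cells with stable M3 receptor; B-score is computed from the integrated fluorescence ratio over baseline after carbachol; higher B-score means a larger calcium signal and so more RGS4 inhibition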
Target sequence (P49798 whole entry, looked up): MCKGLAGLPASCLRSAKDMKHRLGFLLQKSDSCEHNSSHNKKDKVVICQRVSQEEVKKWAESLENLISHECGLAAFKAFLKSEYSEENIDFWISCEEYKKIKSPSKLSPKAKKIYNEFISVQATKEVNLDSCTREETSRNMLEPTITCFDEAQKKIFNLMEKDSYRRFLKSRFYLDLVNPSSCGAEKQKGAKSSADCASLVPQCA
MrgX1 PAM: positive allosteric modulators of MrgX1, primary screen, HEK293 cells, Fluo-4 calcium flux. FDSS; stronger effect = higher value. B-score at 10 µM. 310,000 compounds, 0.63% hits;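 active = plate-corrected calcium response at least 3 library SD above typical, normal starting fluorescence, not activating the receptor alone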;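 note: compound read alongside a low EC10 to EC30 dose of BAM8-22 agonist; peak minus trough fluorescence over baseline measured at the second addition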
TRPC6 act: mouse TRPC6 channel activators, primary screen, cell-based, HEK293, membrane potential dye; 310,000 compounds, 0.13% hits; AID 2550, 2010; B-score at 10 µM; HEK293-TRPC6 membrane potential dye fluorescence; stronger effect = higher value; Short transient receptor potential channel 6 (Mus musculus), Q61143;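 active = B-score of the integrated fluorescence ratio above library mean plus 3 SD, and starting fluorescence ratio within library mean plus 5 SD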;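 note: higher score means more depolarization so channel activation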
MrgX1 antagonist: antagonists of human MrgX1 receptor, primary screen, HEK293 cells, Fluo-4 calcium flux | BAM8-22 antagonism; stronger effect = lower value | B-score at 10 µM | 310,000 compounds, 1.3% hits | AID 588676, 2011;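 active = calcium-response B-score plate-corrected more than 3 library SD below zero, starting fluorescence within 5 deviations, no agonist response on first addition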;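 note: peak minus trough fluorescence over baseline after final BAM8-22 challenge near maximal dose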
RGS4 pot: RGS4 potentiators or activators, primary screen, cell-based, HEK293 M3R inducible RGS4, calcium flux; 310,000 compounds, 0.92% hits; B-score at 10 µM; carbachol calcium flux Fluo4; stronger effect = lower value;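 active = B-score of the integrated calcium signal more than 4 SD below the library mean, with starting fluorescence not abnormally high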;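 note: negative B-score means reduced calcium response which marks RGS4 activation or potentiation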
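test system = HEK293 cells with stable M3R and inducible RGS4 | schedule = recording 10 s baseline at 1 Hz, 100 s post-agonist | technique = Fluo4-AM (2 µM) calcium-flux fluorescence, kinetic read | measure = Agonist-evoked peak-minus-minimum fluorescence over baseline, integrated ratio, B score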
TRPC6 inhibitor: mouse TRPC6 channel inhibitors, primary screen, cell-based, HEK293, membrane potential dye; B-score at 10 µM; Short transient receptor potential channel 6 (Mus musculus), Q61143; 310,000 compounds, 1.1% hits; ACh-evoked depolarization; stronger effect = lower value;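 active = B-score under library mean minus 3 SD, initial fluorescence not abnormally high, positive integrated signal ratio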;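 note: B-score derived from integrated fluorescence ratio over the kinetic read; more negative B-score means stronger inhibition of depolarization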
TRPC4 block: inhibitors of mouse TRPC4 channel, primary screen, Fluo4 calcium, HEK293 TRPC4beta/mu-opioid cells; DAMGO-evoked Fluo4 calcium flux; stronger effect = lower value; 300,000 compounds, 0.39% hits; Short transient receptor potential channel 4 (Mus musculus), Q9QUQ5; AID 2247, 2010; B-score at 10 µM;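 active = B-score over 3 SD under the library average, no early fluorescence shift, positive overall ratio signal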
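Assay system: HEK293 cells with stable TRPC4beta plus mu-opioid receptor expression; Probe or stimulus: DAMGO in two steps, submaximal then maximal; Dosing: single-point compound dosing; Measured by: Fluo4 calcium-dye fluorescence, kinetic read; Read-out basis: B score from integrated Fluo4 fluorescence ratio.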
* marks the source's active call; other numbers are inactive results; i = inactive; . = not tested or not shown.

item	SMILES	SKKanGAS inh	HIF act	Platelet DG rel	MrgX1 agonist	RGS4 inh	MrgX1 PAM	TRPC6 act	MrgX1 antagonist	RGS4 pot	TRPC6 inhibitor	TRPC4 block
1	O=C(c1ccccc1)c1ccc(Oc2ncccn2)cc1	12.8	2.1	5.1	i	i	i	i	i	i	i	i
2	COC(=O)C(Cc1ccccc1)NC(=O)c1cc(S(=O)(=O)N(C)C)ccc1Cl (centres undefined)	-9.2	-0.6	-2.5	i	i	i	i	i	i	i	i
3	COC(=O)C1CCN(CC(=O)NC(=O)NC2CCCCC2)CC1	0.6	-0.2	4.4	i	i	i	i	i	i	i	i
4	COc1cc(-c2noc(C)c2C#CC2(O)CCCCC2)cc(OC)c1OC	-3.8	-0.7	-1.8	i	i	i	i	i	i	i	i
5	CC(C)NC(=O)CN1CCN(C(=O)c2ccc3oc(CCCc4ccccc4)nc3c2)CC1	-10.1	1.0	-9.5	i	i	i	i	i	i	i	i
6	CCOC(=O)C1(Cc2ccc(OC)cc2)CCN(C(=O)CN2CCCCC2=O)CC1	-2.9	0.4	-2.1	i	i	i	i	i	i	i	i
7	Cc1nccc(-c2ccc(-n3c(C)ccc3C)cc2)n1	1.4	-0.1	21.0	i	i	i	i	i	i	i	i
8	Cn1cc(C(N)=O)c2ccccc21	-0.2	-0.1	-3.7	i	i	i	i	i	i	i	i
9	CCc1ccc(C(=O)NNc2ccc(C)c(Cl)c2)cc1	2.5	-1.6	-5.3	i	i	i	i	i	i	i	i
10	CCC(C)(C)C1CCC2(CC1)NC(=O)N(CC(=O)Nc1cc(C(F)(F)F)ccc1N1CCOCC1)C2=O (centres undefined)	12.1	-0.9	9.2	i	i	i	i	i	i	i	i
11	Cc1cccc(NC(=O)c2ccc(-c3ccccc3[N+](=O)[O-])o2)c1	3.1	2.5	4.2	i	i	i	i	i	i	i	i
12	Cc1ccc(C(c2nnnn2Cc2cccs2)N2CCN(Cc3ccc4c(c3)OCO4)CC2)cc1 (centres undefined)	0.6	-1.4	-1.7	i	i	i	i	i	i	i	i
13	Nn1c(SCc2cccc(Oc3ccccc3)c2)nnc1C(F)(F)F	0.5	-0.1	-8.2	i	i	i	i	i	i	i	i
14	CCOC(=O)c1cn2nc(N3CCCC3)ccc2n1	9.5	-2.6	13.3	i	i	i	i	i	i	i	i
15	Cc1cc(NC(=O)CSc2nc(C(C)C)nc3ccccc23)no1	5.5	2.6	-1.0	i	i	i	i	i	i	i	i
16	O=C(c1ccccc1F)N1CCN(c2ccccc2)CC1	-5.8	0.0	-5.9	i	i	i	i	i	i	i	i
17	O=C(c1ccc(-n2cnnn2)cc1)N(C1CCCCC1)C1CCCCC1	1.9	-0.5	0.7	i	i	i	i	i	i	i	i
18	CCOc1ccc(C(=O)NCC2CCCO2)cc1 (centres undefined)	.	0.0	-16.7	i	i	i	i	i	i	i	i
19	CCc1nc(Nc2ccc(NC(C)=O)cc2)c2oc3ccccc3c2n1	20.3	1.0	1.8	i	i	i	i	i	i	i	i
20	CCCCOc1ccc(C(C)NC(=O)CCS(=O)(=O)Cc2ccc(C)cc2)cc1 (centres undefined)	2.6	-0.4	4.0	i	i	i	i	i	i	i	i
21	O=C(CSc1nc2ccccc2c(=O)[nH]1)N1CCCCCC1	13.7	1.1	0.9	i	i	i	i	i	i	i	i
22	Nc1cc(=O)[nH]c(SCC(=O)Nc2nc3ccc([N+](=O)[O-])cc3s2)n1	-2.4	-0.4	-3.4	i	i	i	i	i	i	i	i
23	COC(=O)c1oc2c(c1C)C1(CCC2)SCCS1	1.1	-0.1	3.8	i	i	i	i	i	i	i	i
24	COC(=O)c1cccc(NC(=O)C2COc3ccccc3O2)c1 (centres undefined)	1.0	2.5	-0.5	i	i	i	i	i	i	i	i
25	CC(=O)c1c(C)[nH]c(C(=O)CSc2nnc(C3CCCCC3)n2N)c1C	-7.5	1.4	-2.7	i	i	i	i	i	i	i	i
26	CC(=O)Nc1c2c(nn1-c1cccc(Cl)c1)CS(=O)C2 (centres undefined)	-1.4	-0.4	13.3	i	i	i	i	i	i	i	i
27	Cc1nn(Cc2ccccc2Cl)c2sc(C(=O)Nc3nccs3)cc12	15.5	-0.7	-4.2	i	i	i	i	i	i	i	i
28	O=C(NNC(=O)c1ccccc1-n1cccc1)c1ccc(Cl)cc1	-0.4	-0.2	4.3	i	i	i	i	i	i	i	i
29	COc1ccc(C(C)=O)cc1COC(=O)CCCN1C(=O)c2ccccc2C1=O	-5.3	-0.3	-0.8	i	i	i	i	i	i	i	i
30	O=S1(=O)C=C(SCc2ccccc2)Nc2ccccc21	8.7	0.3	3.8	i	i	i	i	i	i	i	i
31	O=C(c1ccc2nc[nH]c2c1)N1CCc2ccccc2C1	-1.2	0.1	18.0	i	i	i	i	i	i	i	i
32	Cc1cc(C)nc(NS(=O)(=O)c2ccc(NC(=O)C3COc4ccccc4O3)cc2)n1 (centres undefined)	8.3	0.2	8.5	i	i	i	i	i	i	i	i
33	CCc1c(O)nc(SCC(=O)Nc2ccc(OC)cc2)n(C2CCCCC2)c1=O	9.5	-0.3	2.6	i	i	i	i	i	i	i	i
34	S=c1[nH]c2ccccc2n1CCOc1ccccc1	1.1	-20.6	1.6	i	i	i	i	i	i	i	i
35	O=C(CSc1nnc(COc2ccccc2)o1)c1ccccc1	-11.6	0.1	-2.1	i	i	i	i	i	i	i	i
36	COc1ccc(NC(=O)CCc2nc(-c3ccccc3F)no2)cc1	-7.8	-0.2	17.1	i	i	i	i	i	i	i	i
37	Cc1c(C)n(CC(O)CN2CCOCC2)c2ccccc12 (centres undefined)	-3.7	-0.1	-8.9	i	i	i	i	i	i	i	i
38	O=C(NCCc1ccccc1)C1COc2ccccc2O1 (centres undefined)	-0.7	0.6	-2.7	i	i	i	i	i	i	i	i
39	Cc1ccccc1NC(=O)CN(C)S(=O)(=O)c1cccs1	-3.0	-2.3	0.5	i	i	i	i	i	i	i	i
40	Cc1nn(-c2ccccc2)c2c1C1(C(=O)N(C(C)C)c3ccccc31)C(C#N)=C(N)O2 (centres undefined)	-0.6	0.0	4.2	i	i	i	i	i	i	i	i
41	O=C(CCSc1ccccc1)NCCN1CCOCC1	3.2	-0.2	-5.3	i	i	i	i	i	i	i	i
42	Cc1cc(OCc2cc(C(=O)N3CCCCCC3)no2)cc(C)c1Cl	7.1	3.0	-14.7	i	i	i	i	i	i	i	i
43	O=C(Nc1cc2ccccc2oc1=O)c1ccccc1	5.6	-1.9	24.1	i	i	i	i	i	i	i	i
44	N/C(=N\OC(=O)CCCc1ccccc1)c1cccnc1	-14.4	0.4	-15.3	i	i	i	i	i	i	i	i
45	COc1ccc2cc(OCC(=O)NNC(=O)Nc3ccc(C(C)=O)cc3)ccc2c1	-2.1	1.9	-3.5	i	i	i	i	i	i	i	i
46	Cc1ccc(S(=O)(=O)Nc2c(C)[nH]c(=O)[nH]c2=O)cc1C	4.0	-0.6	2.0	i	i	i	i	i	i	i	i
47	CCOC(=O)c1cccc(NC(=O)CCNS(=O)(=O)c2cc(Br)cnc2N)c1	-5.4	0.1	2.0	i	i	i	i	i	i	i	i
48	OC(CNCc1ccco1)COc1ccccc1 (centres undefined)	-4.7	0.2	0.8	.	i	.	i	.	i	i	i
49	O=C(CSc1nnnn1Cc1ccccc1)NC1CCCCC1	-0.8	0.1	1.9	i	i	i	i	i	i	i	i
50	CCOC(=O)C1CCCN(C(=O)c2cc(-c3ccccc3)on2)C1 (centres undefined)	-9.2	0.4	-6.7	i	i	i	i	i	i	i	i
51	COC(=O)c1ccc(C2C(C#N)=C(N)Oc3cc(N)ccc32)cc1 (centres undefined)	10.9	-1.6	5.8	i	i	i	i	i	i	i	i
52	NNS(=O)(=O)c1ccc2c(c1)Cc1cc(S(=O)(=O)NN)ccc1-2	-8.2	0.6	-3.5	i	i	i	i	i	i	i	i
53	COc1ccc(S(=O)(=O)N2CC(=O)Nc3ccccc32)cc1F	-0.7	-0.7	8.1	i	i	i	i	i	i	i	i
54	Cc1nc(Cl)sc1C(=O)NC(C)c1ccc(Cl)cc1 (centres undefined)	0.9	-0.2	-18.4	i	i	i	i	i	i	i	i
55	CC1CCC(NC(=O)c2ccc(NS(=O)(=O)c3ccc4[nH]c(=O)[nH]c4c3)cc2)CC1 (centres undefined)	-3.1	1.5	.	i	i	i	i	i	i	i	i
56	O=C1C=C(c2ccccc2)OC(=O)C1C(=O)c1ccccc1 (centres undefined)	10.0	-0.2	4.0	i	i	i	i	i	i	i	i
57	COc1ccc(CN(C)CC(=O)c2c(N)n(Cc3ccccc3)c(=O)n(C)c2=O)c(OC)c1	5.1	-0.2	-1.1	i	i	i	i	i	i	i	i
58	Cc1cccnc1CN1CCN(Cc2nc(Cc3cccc(F)c3)no2)CC1	8.7	-0.1	35.1	i	i	i	i	i	i	i	i
59	CCCC(=O)Nc1ccc2c(c1)COC2=O	-1.2	0.3	-26.9	i	i	i	i	i	i	i	i
60	COc1cc(C(C)=O)ccc1Oc1ncccn1	6.0	0.0	13.2	i	i	i	i	i	i	i	i
61	Cc1ccc2cc(C(c3nnnn3C3CCCC3)N(Cc3ccccc3)Cc3ccco3)c(=O)[nH]c2c1 (centres undefined)	11.2	-0.3	0.4	i	i	i	i	i	i	i	i
